Bioassay records from PubChem BioAssay.
FAK inh = blocks human focal adhesion kinase activity; Q05397; hit rate 0.84% among 97,000; AID 727; inhibition, %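 (tested at 7 µM)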; biochemical FAK kinase activity assay; in the data active = inhibition above about 19%;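 also: 0% = DMSO and 100% = reference compound high control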
Target sequence (Q05397 whole entry, looked up): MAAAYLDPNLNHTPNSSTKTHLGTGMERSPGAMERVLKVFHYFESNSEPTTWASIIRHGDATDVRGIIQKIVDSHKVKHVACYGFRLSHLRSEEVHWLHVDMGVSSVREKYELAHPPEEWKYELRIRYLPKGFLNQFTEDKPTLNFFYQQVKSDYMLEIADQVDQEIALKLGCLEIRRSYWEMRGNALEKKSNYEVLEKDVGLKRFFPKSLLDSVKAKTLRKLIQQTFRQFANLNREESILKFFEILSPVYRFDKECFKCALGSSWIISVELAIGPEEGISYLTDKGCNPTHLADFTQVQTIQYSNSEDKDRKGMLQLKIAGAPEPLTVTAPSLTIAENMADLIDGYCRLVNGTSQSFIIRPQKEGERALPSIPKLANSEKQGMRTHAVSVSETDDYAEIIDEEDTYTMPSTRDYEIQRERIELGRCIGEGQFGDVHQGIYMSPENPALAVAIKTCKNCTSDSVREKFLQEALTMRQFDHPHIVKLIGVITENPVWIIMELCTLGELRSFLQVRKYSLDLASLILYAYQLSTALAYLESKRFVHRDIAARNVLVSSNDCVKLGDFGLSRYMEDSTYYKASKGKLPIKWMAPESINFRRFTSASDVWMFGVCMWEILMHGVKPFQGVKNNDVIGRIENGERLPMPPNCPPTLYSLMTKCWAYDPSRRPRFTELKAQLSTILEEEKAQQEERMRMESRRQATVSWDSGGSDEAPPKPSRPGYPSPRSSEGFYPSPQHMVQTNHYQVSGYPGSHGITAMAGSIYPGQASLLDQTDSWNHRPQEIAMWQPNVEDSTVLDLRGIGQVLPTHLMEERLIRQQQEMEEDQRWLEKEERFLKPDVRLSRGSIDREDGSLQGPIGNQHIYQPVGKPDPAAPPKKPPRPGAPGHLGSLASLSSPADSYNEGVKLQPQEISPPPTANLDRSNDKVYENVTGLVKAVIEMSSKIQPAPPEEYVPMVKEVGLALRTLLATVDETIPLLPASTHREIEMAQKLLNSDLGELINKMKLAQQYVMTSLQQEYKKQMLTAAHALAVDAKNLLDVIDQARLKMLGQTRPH
MT1-MMP txn act = activates MT1-MMP transcription | HT1080 MT1-MMP promoter luciferase reporter, luminescence, overnight; hits give high values | activation factor at 10 µM | hit rate 0.16% among 86,000 | AID 750;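 active = activation factor of at least 2 for MT1-MMP transcription at 10 µM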
CD11b adhes inh = blocks human CD11b/CD18 adhesion to fibrinogen; hit rate 0.54% among 93,000; inhibition, % at 10 µM; P05107+P11215; K562 CD11b/CD18 adhesion to fibrinogen, ATPlite luminescence; Mn2+ added to activate the integrin;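 active = primary inhibition of 50% or more at 10 µM, then 40% or more on retest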; also: some results filed as inactive read as strong as hits
ERb coact inh = ER-beta (human) coactivator binding inhibition | Q92731 | TR-FRET ER-beta LBD / SRC1-Cy5 peptide binding; receptor agonist-loaded with 1 µM estradiol | inhibition, % at 25.6 µM | hit rate 1.3% among 86,000;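 active = compounds whose percent inhibition of the receptor-coactivator binding signal exceeds about 50% in the single-dose screen, limit read from the data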;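 also: 0% = receptor plus peptide wells without compound and 100% = peptide-only wells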
PLAP activator = human PLAP activation; hit rate 1.2% among 96,000; purified PLAP enzyme, luminescent substrate read-out; hits give high values; P05187; AID 696; activation fold at 20 µM; in the data active = activation fold above about 2
CD11b adhes enh = enhancers of human CD11b/CD18 binding to fibrinogen | P05107+P11215 | K562 CD11b/CD18 adhesion to fibrinogen, ATPlite luminescence | activation, % at 10 µM | hit rate 0.07% among 93,000;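 active = 10 µM primary screen giving 50% or more activity, confirmed by 40% or more on retest at that dose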; also: strong numbers were not always called active; reference of the scale not given here
E coli WT exp = E. coli BW25113 growth inhibition, expanded screen | OD600 absorbance | growth inhibition, % at 100 µM | hit rate 0.15% among 98,000 | AID 710;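 active = growth inhibition above about 50% at one test dose, limit read from the data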;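 also: growth measured after 20 h incubation at 37 °C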
ERa coact inh = blocks coactivator binding to human estrogen receptor alpha; TR-FRET ER-alpha LBD / SRC-1 peptide, estradiol-bound; inhibition, % at 25.6 µM; hit rate 1.7% among 86,000; in the data active = inhibition above about 50%;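 also: 0% = receptor plus peptide control and 100% = peptide only without receptor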
ERa SRC1 pot = enhances coactivator binding to human estrogen receptor alpha; TR-FRET ERalpha-LBD/SRC-Cy5 coactivator binding, 2 h; 100 = basal binding, no effect; coactivator binding (% of control), % at 25.6 µM; AID 639; P03372; hit rate 1.3% among 86,000; in the data active = activity above about 200%;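 also: binding measured in presence of low estradiol as agonist stimulus; 0% = peptide alone without receptor and 100% = receptor with peptide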
* marks the source's active call; other numbers are inactive results; [ ] = dose if it differs, or a comment. Rows are unselected; overall some 5.1% were active at least once.

How did CSc1ccc(C(=S)N2CCN(Cc3ccccc3)CC2)cc1 do in these assays?
FAK inh: 1; MT1-MMP txn act: 1.1; CD11b adhes inh: -2; ERb coact inh: -9; PLAP activator: 1; CD11b adhes enh: 0; E coli WT exp: -23; ERa coact inh: -7; ERa SRC1 pot: 96

What do the screens show for `Cc1[nH]n(-c2cccc(Cl)c2)c(=O)c1-c1ccccc1`?
FAK inh: -3; MT1-MMP txn act: 1.4; CD11b adhes inh: 14; ERb coact inh: -10; PLAP activator: 0.8; CD11b adhes enh: -2; E coli WT exp: 3; ERa coact inh: 1; ERa SRC1 pot: 98

What do the screens show for `COc1ccccc1-c1c(C)nn2c(NCCN3CCCC3)cc(C)nc12`?
FAK inh: -8; MT1-MMP txn act: 1.1; CD11b adhes inh: -24; ERb coact inh: -2[fluorescence artefact?]; PLAP activator: 1.7; CD11b adhes enh: 4; E coli WT exp: 4; ERa coact inh: 1; ERa SRC1 pot: 106

What do the screens show for `c1cn(C23CC4CC(CC(C4)C2)C3)cn1`?
FAK inh: -1; MT1-MMP txn act: 1; ERb coact inh: -1; PLAP activator: 0.9; E coli WT exp: 10; ERa coact inh: -3; ERa SRC1 pot: 99[fluorescence artefact?]

How did Cc1ccc(-c2csc(NC(=O)C3CC=CCC3C(=O)O)c2C(=O)OC(C)C)cc1 (stereo unspecified) do in these assays?
FAK inh: -3; CD11b adhes inh: 30; PLAP activator: 1.1; CD11b adhes enh: 7; E coli WT exp: 0

How did CN1c2ccccc2-c2nc3ccccc3n2C1c1ccncc1 (stereo unspecified) do in these assays?
FAK inh: 1; MT1-MMP txn act: 1.1; CD11b adhes inh: 8; ERb coact inh: 6; PLAP activator: 1.2; CD11b adhes enh: -4; E coli WT exp: -10; ERa coact inh: 6; ERa SRC1 pot: 87[fluorescence artefact?]

Results for CCOc1ccc(NC(=O)CN(C)S(=O)(=O)c2cccs2)cc1 ?
FAK inh: -1; MT1-MMP txn act: 1.5; CD11b adhes inh: 14; ERb coact inh: -2; PLAP activator: 1; CD11b adhes enh: -2; E coli WT exp: 5; ERa coact inh: -8; ERa SRC1 pot: 97

Results for COc1ccc(OC)c(NC(=O)c2cn(C)c(=O)c3cc(OC)c(OC)cc23)c1 ?
FAK inh: 0; CD11b adhes inh: -13; ERb coact inh: -3[fluorescence artefact?]; PLAP activator: 1.4; CD11b adhes enh: -4; E coli WT exp: -8; ERa coact inh: 8; ERa SRC1 pot: 98

What do the screens show for `CC(=O)N1CCc2cc(S(=O)(=O)NCCC(=O)N3CCc4ccccc4C3)ccc21`?
FAK inh: 2; MT1-MMP txn act: 1.3; CD11b adhes inh: -6; ERb coact inh: 0; PLAP activator: 1; CD11b adhes enh: -5; E coli WT exp: 0; ERa coact inh: -3; ERa SRC1 pot: 121

What do the screens show for `CCn1c(CNc2cccc(Cl)c2)nnc1SCC(=O)OC1CCCCC1`?
FAK inh: 3; MT1-MMP txn act: 1.1; CD11b adhes inh: 22; ERb coact inh: 3; PLAP activator: 1.8; CD11b adhes enh: 4; E coli WT exp: -10; ERa coact inh: -4; ERa SRC1 pot: 48[fluorescence artefact?]

What do the screens show for `Cc1cccc(C)c1NC(=O)CS(=O)CC(=O)NC1CCN(Cc2ccccc2)CC1` (stereo unspecified)?
FAK inh: -1; MT1-MMP txn act: 1.1; CD11b adhes inh: -3; ERb coact inh: 2; PLAP activator: 1.3; CD11b adhes enh: 1; E coli WT exp: 7; ERa coact inh: -2; ERa SRC1 pot: 114

What do the screens show for `C[N+](C)(C)CC/C=C1/c2ccccc2CSc2ccccc21`?
FAK inh: 0; MT1-MMP txn act: 1; ERb coact inh: -13; ERa coact inh: -3[fluorescence artefact?]; ERa SRC1 pot: 133

Reprinted from the part before: three compounds, then new ones.
What do the screens show for `CCn1c(CNc2cccc(Cl)c2)nnc1SCC(=O)OC1CCCCC1`?
FAK inh: 3; MT1-MMP txn act: 1.1; CD11b adhes inh: 22; ERb coact inh: 3; PLAP activator: 1.8; CD11b adhes enh: 4; E coli WT exp: -10; ERa coact inh: -4; ERa SRC1 pot: 48[fluorescence artefact?]

What do the screens show for `Cc1cccc(C)c1NC(=O)CS(=O)CC(=O)NC1CCN(Cc2ccccc2)CC1` (stereo unspecified)?
FAK inh: -1; MT1-MMP txn act: 1.1; CD11b adhes inh: -3; ERb coact inh: 2; PLAP activator: 1.3; CD11b adhes enh: 1; E coli WT exp: 7; ERa coact inh: -2; ERa SRC1 pot: 114

What do the screens show for `C[N+](C)(C)CC/C=C1/c2ccccc2CSc2ccccc21`?
FAK inh: 0; MT1-MMP txn act: 1; ERb coact inh: -13; ERa coact inh: -3[fluorescence artefact?]; ERa SRC1 pot: 133

What do the screens show for `N#C/C(=C(\O)c1ccco1)c1ccccn1`?
FAK inh: 12; MT1-MMP txn act: 1.4; CD11b adhes inh: 2; ERb coact inh: 7; PLAP activator: 1.1; CD11b adhes enh: -1; E coli WT exp: 12; ERa coact inh: 4; ERa SRC1 pot: 72[fluorescence artefact?]

How did CCOC(=O)c1sc(N(Cc2ccccc2)C(=O)CN2C(=O)CN(C)C2=O)nc1C do in these assays?
FAK inh: -3; MT1-MMP txn act: 1.3; CD11b adhes inh: 34; PLAP activator: 1.2; CD11b adhes enh: -1; E coli WT exp: 4

Results for O=C(Nc1ccc2c(c1)OCCO2)c1c(F)c(F)c(F)c(F)c1F ?
FAK inh: -1; MT1-MMP txn act: 1.4; CD11b adhes inh: 0; ERb coact inh: 12[fluorescence artefact?]; PLAP activator: 0.9; CD11b adhes enh: 3; E coli WT exp: 2; ERa coact inh: 4[fluorescence artefact?]; ERa SRC1 pot: 96[fluorescence artefact?]

Results for O=C(NCCN1CCCCC1)Nc1ccccc1 ?
FAK inh: 1; MT1-MMP txn act: 1.2; CD11b adhes inh: 10; ERb coact inh: -15; PLAP activator: 0.8; CD11b adhes enh: 2; E coli WT exp: 0; ERa coact inh: -7; ERa SRC1 pot: 98

How did Cc1nn(-c2ccccc2)c2c1C(c1ccco1)C(C#N)=C(N)O2 (stereo unspecified) do in these assays?
FAK inh: 7; MT1-MMP txn act: 1.2; CD11b adhes inh: 20; ERb coact inh: -3; PLAP activator: 1.3; CD11b adhes enh: -1; E coli WT exp: 2; ERa coact inh: -13; ERa SRC1 pot: 111

Results for CCOC(=O)N1CCN(c2c(-c3ccc(C(C)C)cc3)c(=O)c2=O)CC1 ?
FAK inh: 2; MT1-MMP txn act: 1; CD11b adhes inh: 8; ERb coact inh: 5; PLAP activator: 1.1; CD11b adhes enh: 15; E coli WT exp: 0; ERa coact inh: -6; ERa SRC1 pot: 103

How did Cc1ccc(SCc2[nH]nc3c2C2(CCSCC2)C(C#N)=C(N)O3)cc1 do in these assays?
FAK inh: 3; CD11b adhes inh: -7; ERb coact inh: 4; PLAP activator: 1.4; CD11b adhes enh: 2; E coli WT exp: 11; ERa coact inh: 2; ERa SRC1 pot: 70

What do the screens show for `O=C(Oc1ccc([N+](=O)[O-])cc1)c1cc(-c2ccccc2)nc2ccccc12`?
FAK inh: 0; CD11b adhes inh: 5; PLAP activator: 1; CD11b adhes enh: -3; E coli WT exp: -6

Results for COc1ccc(COC(=O)C2=C(C)NC(=O)NC2c2ccc(O)c(OC)c2)cc1 (stereo unspecified) ?
FAK inh: -1; MT1-MMP txn act: 1.2; CD11b adhes inh: -3; ERb coact inh: 0[fluorescence artefact?]; PLAP activator: 1.4; CD11b adhes enh: -2; E coli WT exp: 7; ERa coact inh: 5; ERa SRC1 pot: 111

Results for O=P(c1ccccc1)(c1ccccc1)C1CCCO1 (stereo unspecified) ?
FAK inh: -1; MT1-MMP txn act: 1.1; CD11b adhes inh: 16; ERb coact inh: -4; PLAP activator: 1.2; CD11b adhes enh: -4; E coli WT exp: 1; ERa coact inh: 5; ERa SRC1 pot: 95

Results for CCn1c(C2CC(=O)N(c3cc(C)cc(C)c3)C2)nc2ccccc21 (stereo unspecified) ?
MT1-MMP txn act: 1; CD11b adhes inh: -20; ERb coact inh: -5; PLAP activator: 1.4; CD11b adhes enh: 4; E coli WT exp: -5; ERa coact inh: -3; ERa SRC1 pot: 92

What do the screens show for `COc1ccc(OC)c(S(=O)(=O)Nc2cccc(C(C)=O)c2)c1`?
FAK inh: 4; MT1-MMP txn act: 1.1; CD11b adhes inh: 0; ERb coact inh: 3; PLAP activator: 0.9; CD11b adhes enh: -2; E coli WT exp: -2; ERa coact inh: -13; ERa SRC1 pot: 93

Results for CC1CCCC(C)N1Cc1cn2ccccc2n1 (stereo unspecified) ?
FAK inh: -1; MT1-MMP txn act: 1; CD11b adhes inh: -5; ERb coact inh: 3; PLAP activator: 1.2; CD11b adhes enh: 2; E coli WT exp: -17; ERa coact inh: 20; ERa SRC1 pot: 97

What do the screens show for `Cc1ccccc1NC(=O)Cn1c(C)nc2ccc(NC(=O)C3CC3)cc2c1=O`?
FAK inh: -1; MT1-MMP txn act: 1.1; CD11b adhes inh: -8; ERb coact inh: 7; PLAP activator: 1; CD11b adhes enh: 1; E coli WT exp: 0; ERa coact inh: 10; ERa SRC1 pot: 107

What do the screens show for `COc1ccc(N/C=C(\C#N)c2nc3ccccc3n2C)c(OC)c1`?
FAK inh: -1; MT1-MMP txn act: 1.4; CD11b adhes inh: 1; ERb coact inh: 5; PLAP activator: 1.8; CD11b adhes enh: 1; E coli WT exp: -9; ERa coact inh: 6; ERa SRC1 pot: 117

Results for CC(=O)Nc1nc(N2C(=O)c3ccccc3C2=O)n(-c2ccccc2)n1 ?
FAK inh: 2; CD11b adhes inh: 9; ERb coact inh: 13; PLAP activator: 1.5; CD11b adhes enh: 2; E coli WT exp: -5; ERa coact inh: -1; ERa SRC1 pot: 104[fluorescence artefact?]

What do the screens show for `CCOC(=O)C(C)Sc1nnc(-c2ccccc2O)n1Cc1ccccc1` (stereo unspecified)?
FAK inh: 5; MT1-MMP txn act: 1.2; CD11b adhes inh: -2; ERb coact inh: -20; PLAP activator: 1.3; CD11b adhes enh: -1; E coli WT exp: 6; ERa coact inh: -15; ERa SRC1 pot: 86

What do the screens show for `CN(C)C(CNC(=O)c1cccnc1Sc1ccccc1)c1ccco1` (stereo unspecified)?
FAK inh: -2; MT1-MMP txn act: 0.9; CD11b adhes inh: -25; ERb coact inh: 7[fluorescence artefact?]; PLAP activator: 0.9; CD11b adhes enh: -1; E coli WT exp: 1; ERa coact inh: 6[fluorescence artefact?]; ERa SRC1 pot: 109

What do the screens show for `Cc1nn(-c2ccccc2)c2c1C(c1ccncc1)C(C#N)=C(N)O2` (stereo unspecified)?
FAK inh: 0; MT1-MMP txn act: 1; CD11b adhes inh: -3; PLAP activator: 1.1; CD11b adhes enh: -4; E coli WT exp: -10

How did CCOC(=O)N1CCN(c2cc(=O)n(C3CCCCC3)c(=O)[nH]2)CC1 do in these assays?
FAK inh: 4; MT1-MMP txn act: 1; CD11b adhes inh: 4; ERb coact inh: 0; PLAP activator: 0.9; CD11b adhes enh: -7; E coli WT exp: -1; ERa coact inh: -6[fluorescence artefact?]; ERa SRC1 pot: 96[fluorescence artefact?]

How did COCCNC(=O)c1c(CSc2ccc(F)cc2)noc1C(=O)NCc1ccccc1 do in these assays?
FAK inh: -4; CD11b adhes inh: -8; PLAP activator: 1.1; CD11b adhes enh: 0; E coli WT exp: -9

What do the screens show for `O=C(Nc1nn(Cc2ccccc2F)cc1Br)c1cccs1`?
FAK inh: 0; MT1-MMP txn act: 1.1; CD11b adhes inh: 7; ERb coact inh: 23; PLAP activator: 1.3; CD11b adhes enh: -2; E coli WT exp: 10; ERa coact inh: 10; ERa SRC1 pot: 99

How did CCCc1n[nH]c2c1C(=O)C(C(=O)OC)C(C)(C)C2 (stereo unspecified) do in these assays?
MT1-MMP txn act: 1.2; CD11b adhes inh: -4; ERb coact inh: -8; PLAP activator: 1.9; CD11b adhes enh: -2; E coli WT exp: -5; ERa coact inh: -21; ERa SRC1 pot: 111

What do the screens show for `CCCCCOc1ccc(C2C(C(C)=O)=C(C)Nc3ncnn32)cc1OC` (stereo unspecified)?
FAK inh: -3; MT1-MMP txn act: 1; CD11b adhes inh: 12; PLAP activator: 1.2; CD11b adhes enh: -2; E coli WT exp: -14
